C8 TRAIL sens: caspase-8 TRAIL sensitization. hit rate 1% among 360,000. NB7+C8 cells + TRAIL, ATPlite viability luminescence. inhibition (viability loss, TRAIL sensitization), % at 10 µM;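 active = compounds causing at least 50% loss of cell viability in the single-dose screen, relative to plate controls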
KKLEB tox: reduces viability of KKLEB cystic fibrosis airway cells; KKLEB CF airway cells viability, ATPlite luminescence, overnight; stronger effect = lower value; cells stimulated with P. aeruginosa culture filtrate; activity change (cytotoxicity), % at 5 µM; hit rate 0.36% among 360,000;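 active = corrected activity change at or below -50% at 5 µM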
CF NFkB inh: cystic fibrosis NF-kB activation inhibition; KKLEB NF-kB-GFP reporter, PAF-induced, GFP fluorescence overnight; inhibition, % at 5 µM; hit rate 0.86% among 360,000;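 active = at least 50% inhibition at 5 µM, scaled per plate between neutral and stimulator controls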;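 also: PAF is a Pseudomonas aeruginosa culture filtrate used as stimulus; plate controls were PAF-stimulated DMSO wells for no effect and unstimulated DMSO wells for full effect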
TWEAK-Fn14 inh: inhibitors of TWEAK-Fn14 interaction signaling. TWEAK-stimulated Fn14 reporter cells, luciferase luminescence, 8 h. inhibition, % at 10 µM. hit rate 2% among 360,000. AID 1159606; in the data active = inhibition above about 50%
COUP-TFII inh: inhibitors of human COUP-TFII (NR2F2) | HEK293T NGFI-A luciferase reporter, luminescence | P24468 | inhibition, % at 8.6 µM | hit rate 0.7% among 370,000;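 active = inhibition above a per-plate cutoff, mean inhibition of test wells between control levels plus 3 SD, cut at about 38% in these data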;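 also: cells cotransfected with COUP-TFII expression vector driving the NGFI-A reporter; 0% = median of COUP-TF2 test wells and 100% = reporter-only cells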
SRC3 inh: human NCOA3 inhibition; Q9Y6Q9; HEK293 GAL4-SRC3 luciferase reporter, luminescence; inhibition, % at 3.6 µM; hit rate 0.17% among 360,000; AID 588352;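 active = inhibition above a per-campaign cutoff, the mean of all compounds plus 3 SD, cut at about 60% in these data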;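 also: 0% = DMSO-treated cells and 100% = gossypol-treated cells at 36 µM; higher means less SRC3-driven luciferase light from the GAL4 reporter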
Target sequence (Q9Y6Q9 whole entry, looked up, the tested form may be a part): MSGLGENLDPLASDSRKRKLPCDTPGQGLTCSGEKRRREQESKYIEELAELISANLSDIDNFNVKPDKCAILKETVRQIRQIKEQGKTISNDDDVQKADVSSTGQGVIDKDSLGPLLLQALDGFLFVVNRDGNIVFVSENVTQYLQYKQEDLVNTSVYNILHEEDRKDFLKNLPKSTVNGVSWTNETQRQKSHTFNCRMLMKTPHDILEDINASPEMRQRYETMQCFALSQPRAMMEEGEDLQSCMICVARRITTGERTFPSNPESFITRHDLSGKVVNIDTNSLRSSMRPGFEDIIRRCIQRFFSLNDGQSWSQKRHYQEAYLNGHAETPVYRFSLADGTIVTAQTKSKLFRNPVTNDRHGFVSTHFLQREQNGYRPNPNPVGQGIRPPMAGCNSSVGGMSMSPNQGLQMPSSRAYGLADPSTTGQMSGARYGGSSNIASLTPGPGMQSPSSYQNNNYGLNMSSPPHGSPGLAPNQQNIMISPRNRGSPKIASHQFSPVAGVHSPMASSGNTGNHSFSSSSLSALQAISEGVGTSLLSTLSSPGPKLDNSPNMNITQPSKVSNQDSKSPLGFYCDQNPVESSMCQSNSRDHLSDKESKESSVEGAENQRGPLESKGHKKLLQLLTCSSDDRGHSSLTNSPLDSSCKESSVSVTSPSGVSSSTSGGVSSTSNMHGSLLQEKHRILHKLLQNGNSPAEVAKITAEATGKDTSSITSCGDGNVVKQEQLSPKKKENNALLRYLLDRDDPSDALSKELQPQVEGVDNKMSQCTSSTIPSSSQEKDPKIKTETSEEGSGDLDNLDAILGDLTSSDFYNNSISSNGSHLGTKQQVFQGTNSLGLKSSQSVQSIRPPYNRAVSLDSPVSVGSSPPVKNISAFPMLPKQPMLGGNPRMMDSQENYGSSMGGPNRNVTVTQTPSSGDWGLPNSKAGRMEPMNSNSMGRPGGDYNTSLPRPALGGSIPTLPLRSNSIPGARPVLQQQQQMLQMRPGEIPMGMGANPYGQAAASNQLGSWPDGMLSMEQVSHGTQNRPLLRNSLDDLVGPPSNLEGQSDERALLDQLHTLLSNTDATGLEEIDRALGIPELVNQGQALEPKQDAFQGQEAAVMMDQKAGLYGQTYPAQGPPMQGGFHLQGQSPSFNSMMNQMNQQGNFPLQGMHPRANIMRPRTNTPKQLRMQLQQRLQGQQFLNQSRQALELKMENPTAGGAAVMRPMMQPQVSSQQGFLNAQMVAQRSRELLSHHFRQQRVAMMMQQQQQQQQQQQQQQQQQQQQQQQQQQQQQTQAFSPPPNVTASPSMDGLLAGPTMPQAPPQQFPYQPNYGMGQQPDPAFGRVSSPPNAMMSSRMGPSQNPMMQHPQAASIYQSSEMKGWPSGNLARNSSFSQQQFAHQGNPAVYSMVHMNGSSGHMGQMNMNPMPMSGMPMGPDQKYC
NR5A2 inv ag: suppresses constitutive activity of human LRH-1. O00482. HEK293T StAR-luciferase reporter, LRH-1 transfected, 24 h. inhibition, % at 3.6 µM. hit rate 0.13% among 360,000. AID 602396;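 active = inhibition above the mean inhibition of all tested compounds plus 3 SD, cut at about 73% in these data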;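 also: 0% = DMSO wells and 100% = reporter-only cells lacking LRH-1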
NCOA2 inhibitor: human SRC2 (NCOA2) inhibition; Q15596; HEK293 GAL4-SRC2 luciferase reporter, luminescence; inhibition, % at 9 µM; hit rate 0.17% among 370,000;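 active = inhibition above the mean inhibition of all tested compounds plus 3 SD, set per campaign, cut at about 52% in these data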;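 also: 0% = DMSO treated cells and 100% = cells given Gossypol at 36 µM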
NCOA1 inh: human NCOA1 inhibition; Q15788; HEK293 GAL4-SRC1 luciferase reporter, luminescence; inhibition, % at 3.6 µM; hit rate 0.12% among 360,000;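 active = inhibition above the campaign mean plus 3 SD, with each screening campaign given its own cutoff, cut at about 60% in these data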;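 also: 0% = DMSO treated cells and 100% = gossypol at 36 µM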
EBV LMP1 NFkB: Epstein-Barr LMP1 NF-kappaB reporter inhibition; LMP1-induced NF-kappaB luciferase reporter cells, luminescence; inhibition, % at 12.5 µM; hit rate 0.69% among 350,000; in the data active = inhibition above about 41%;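 also: 0% = neutral control wells and 100% = reference inhibitor control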
TROY signal inh: blocks TROY-dependent signaling in reporter cells | inhibition, % at 10 µM | Q293 LMP1-TROYcd NF-kB luciferase reporter, 4 h | AID 1347056 | hit rate 0.98% among 360,000;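 active = compounds whose plate-normalised and pattern-corrected inhibition of the luciferase reporter signal at the single screening dose is 50% or more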
Active calls of the source: *; x = not tested or not shown. Hits appear at their usual frequency, and some 4.2% of all compounds hit somewhere here.

SMILES	C8 TRAIL sens	KKLEB tox	CF NFkB inh	TWEAK-Fn14 inh	COUP-TFII inh	SRC3 inh	NR5A2 inv ag	NCOA2 inhibitor	NCOA1 inh	EBV LMP1 NFkB	TROY signal inh
O=C(O)CC1(CC(=O)Nc2cc(F)ccc2Cl)CCCCC1	8	-13	3	-8	8	13	-14	22	0	2	-19
C=CCN(c1ccc(Cl)cc1)S(=O)(=O)c1cccc(C(=O)O)c1	5	7	-4	-3	-15	20	1	-9	15	3	-13
CC(C)(C)n1nnnc1C(c1cccnc1)N1CCN(c2ccccc2F)CC1 (stereo unspecified)	-7	-7	3	-1	9	9	1	9	6	3	5
CCCCNC(=O)Cc1c(OC)ccc2cc(Br)ccc12	10	-13	-9	7	-16	19	14	12	-6	16	13
CC(C)(O)c1cn(-c2nonc2N)nn1	-8	-2	7	-2	-5	-6	5	-6	-7	-7	17
O=C(Nc1ccccc1Cl)c1ccc(-c2ccccn2)s1	18	-10	9	-15	-33	-85	-106	-26	-111	-29	-25
O=C(N/N=C/c1ccco1)c1ccccc1OCc1ccc(Br)cc1	6	-1	-12	-12	-1	9	-4	-16	-16	4	-25
O=C(CO/N=C/c1ccccc1)Nc1c(F)c(F)c(F)c(F)c1F	-1	8	1	-11	6	7	-5	24	12	-5	12
Cc1cccc(CS(=O)(=O)Cc2ccc(C(=O)NCCc3ccccc3)o2)c1	-2	-5	4	16	0	16	-7	12	-8	-3	-17
COc1ccc(C2=NN(c3nc(-c4ccc(CNC(C)=O)cc4)cs3)C(c3ccco3)C2)cc1 (stereo unspecified)	7	7	18	-36	-21	-55	-48	-14	-24	-14	-17
Oc1c(C(c2cccs2)N2CCN(c3ccccc3)CC2)sc2ncnn12 (stereo unspecified)	-3	6	18	10	-11	6	13	-6	2	4	-5
Cc1nnc(SCCC(=O)Nc2ccc(F)cc2)s1	-6	4	0	3	-7	-56	-10	-6	-16	5	17
Cn1cc(CN2CCN(Cc3ccccc3)CC2)c(-c2cccc(Cl)c2)n1	-9	-4	11	-16	10	6	-19	20	-1	1	9
CC(=O)Nc1ccc(NC(=O)CSc2nnnn2-c2ccc3c(c2)OCCO3)cc1	-4	0	-5	2	3	-1	3	-30	0	12	-4
Cc1nc(-c2ccc(S(=O)(=O)Nc3cccc(Cl)c3)cc2)co1	6	11	-38	-12	10	19	-11	6	-3	3	-9
O=C(O)CC(C(=O)N(c1ccccc1)c1ccccc1)N1CCOCC1 (stereo unspecified)	-20	-6	12	17	-3	14	8	8	-1	-3	23
Cc1ccc(CN2CCSc3ccc(C(=O)NCCCN4CCN(C)CC4)cc32)cc1	2	9	-1	-19	4	9	13	-8	-4	-6	11
O=C(Nc1cccc(Cl)c1)c1nc[nH]c1C(=O)N1CCN(c2ccccc2)CC1	-5	-14	-1	-10	12	1	-22	4	1	6	-17
Cc1cccc(OCc2nnc(SCC(=O)N3CC(=O)Nc4ccccc43)o2)c1	-7	-4	7	9	17	-21	-10	1	3	6	10
O=C(Nc1c(C(=O)O)[nH]c2ccc(F)cc12)c1cccc(C(F)(F)F)c1	0	16	-4	-15	3	24	-2	-14	0	-4	-6
Cc1cccc(C)c1-n1c(C)cc(/C=N/NC(=O)CSc2ncccn2)c1C	-15	4	7	17	-3	7	-9	-8	-3	0	-8
O=C(NNC(=O)c1cccs1)c1ccccc1	-2	-1	4	5	-32	-14	-17	2	-25	0	-29
Cn1c2ccccc2c2cc(C(=O)N3CCN(CCO)CC3)sc21	2	4	1	1	16	-6	3	-13	1	-16	-2
NC(=S)N/N=C/c1ccc2c(c1)OCCO2	-2	4	-15	-5	1	-9	-19	-16	-27	-27	-67
CC(C(=O)N1CCC(C(N)=O)CC1)N(c1ccc(Oc2ccccc2)cc1)S(C)(=O)=O (stereo unspecified)	-2	-6	-7	0	0	5	-2	0	-11	6	8
CCCS(=O)(=O)N1CCC(Cc2ccc(OC)cc2)(C(=O)OCC)CC1	-1	21	-23	-10	6	13	12	1	-5	-1	-33
COc1ccccc1OCCCOc1c(Cl)cc(C)cc1Cl	-3	-5	10	-23	-8	13	9	-5	14	6	-27
CCS(=O)(=O)NCCc1csc(C)n1	-7	0	8	9	4	6	12	9	12	-2	11
O=C(CN1C(=O)c2cccc3cccc1c23)N1CCN(c2ccc(F)cc2)CC1	24	0	-4	-10	-8	12	-14	13	-3	6	14
COc1cc(-c2cc(OC)c(O)c(OC)c2)cc(OC)c1O	-5	0	-51	12	-15	10	22	-38	8	4	-13

3 of the entries above in order of their number in NCOA1 inh, descending.
smiles	CF NFkB inh	TWEAK-Fn14 inh	COUP-TFII inh	SRC3 inh	NR5A2 inv ag	NCOA2 inhibitor	NCOA1 inh	EBV LMP1 NFkB
O=C(CO/N=C/c1ccccc1)Nc1c(F)c(F)c(F)c(F)c1F	1	-11	6	7	-5	24	12	-5
Cc1ccc(CN2CCSc3ccc(C(=O)NCCCN4CCN(C)CC4)cc32)cc1	-1	-19	4	9	13	-8	-4	-6
COc1ccc(C2=NN(c3nc(-c4ccc(CNC(C)=O)cc4)cs3)C(c3ccco3)C2)cc1 (stereo unspecified)	18	-36	-21	-55	-48	-14	-24	-14

More compounds follow:
SMILES	C8 TRAIL sens	KKLEB tox	CF NFkB inh	TWEAK-Fn14 inh	COUP-TFII inh	SRC3 inh	NR5A2 inv ag	NCOA2 inhibitor	NCOA1 inh	EBV LMP1 NFkB	TROY signal inh
CCCNC(=O)C1CC(c2cccc(F)c2)=NO1 (stereo unspecified)	-2	5	2	7	13	4	9	10	-6	-4	-25
Cc1cc2oc(=O)cc(CN3CCCCC3)c2cc1Cl	10	-20	12	-30	13	-9	12	-39	5	x	1
COc1ccc(C2(NC(C)=O)CCN(Cc3cccnc3)CC2)cc1	6	7	8	11	-19	1	5	-3	-5	1	6
NC(=O)C1CCN(c2nc(-c3ccccc3C(F)(F)F)cs2)CC1	7	-2	1	-24	-19	-77	-112	-32	-112	-5	-80
Cc1[nH]c2ccccc2c1N=Nc1cccc(C(=O)O)c1	-10	-6	18	14	-23	-71	-153	-88	-94	-14	-33
COc1cc2cc(C[C@H](C)O)oc(=O)c2cc1OC	-1	1	-18	0	-17	-14	6	-20	-5	-1	-3
CCC(c1nnc(SCC(=O)N2CC3(C)CC2CC(C)(C)C3)o1)N(C)C (stereo unspecified)	4	-2	-10	-4	7	-1	-4	-7	-3	10	-16
CCN(CC)CCNC(=O)c1ccc(NC(=O)c2c(C)nn(-c3ccc(F)cc3)c2Cl)cc1	-7	4	-1	9	-7	3	-12	9	7	-7	2
O=C(COc1ncnc2sccc12)N1CCN(S(=O)(=O)c2ccc(Cl)cc2)CC1	2	-13	8	3	-9	5	-3	12	-25	-4	6
Cc1c(/C(O)=C2\C(=O)C(=O)N(CCN(C)C)C2c2ccco2)cnn1-c1ccccc1 (stereo unspecified)	-8	20	-17	42	25	10	-3	0	11	14	4
CC1CN(c2ccccn2)C(C)CN1C(=S)Nc1ccccc1 (stereo unspecified)	-3	1	1	-15	12	11	16	-25	6	4	9
Cc1ccc(-c2[nH]c3ccccc3c2SCCN)cc1	23	-13	6	-24	-5	-6	4	2	0	-6	-44
O=[N+]([O-])c1ccc(N/N=C\c2cccnc2)nc1	-7	6	-24	5	-17	-4	2	10	3	-35	-42
COC(=O)c1sccc1NC(=O)c1cccc(F)c1	-15	-3	-12	1	5	14	8	-15	17	-5	13
CCn1c(SCC(=O)c2ccccc2)nnc1-c1ccoc1C	7	-2	-2	4	-13	3	-4	-17	-20	-3	11
COc1ccccc1/C=N/NC(=S)NCc1ccco1	-16	2	-15	-8	11	6	12	1	6	-5	-9
CSCCC(NC(=O)COc1ccccc1)C(=O)N1CCN(c2cccc(C(F)(F)F)c2)CC1 (stereo unspecified)	12	-14	22	3	2	16	-16	11	10	-12	4
Cc1ccc(NC(=O)COC(=O)Cn2cnc3c2c(=O)n(C)c(=O)n3C)cc1Cl	-6	-4	2	-16	8	12	-3	-2	6	-4	-16
Cc1ccc(SCCN2CCN(CC(C)C)CCC2=O)cc1	-7	14	8	13	-16	-26	-11	-2	-29	2	-24
C#CCOCCOCCOCCNc1nc(N2CCOCC2)nc(N2CCN(C(=O)[C@H](Cc3cc4ccccc4[nH]3)n3cc([C@@H](N)CC(C)C)nn3)CC2)n1	-16	7	-16	0	x	-12	-1	x	-19	-5	11
Cc1ccc(NC(=S)NNC(=O)c2ccccc2O)c(C)c1	10	8	4	6	-1	-17	-47	11	-44	-4	12
O=C1N(CN2CCC3(CC2)OCCO3)c2ccccc2C12OCCCO2	14	2	-11	13	-7	-7	2	10	-35	3	6
C/C(=N\NC(=O)c1ccc(Cl)cc1)c1cccc(NC(=O)C(C)C)c1	7	8	-5	-6	-14	-3	-25	-30	-13	-2	-23
Cc1nc(NC(C)c2ccccc2)sc1C(=O)Nc1ccccc1 (stereo unspecified)	-2	2	-15	4	0	18	18	-26	3	-6	6
CCN(CC)S(=O)(=O)c1ccc(NC(=O)c2ccc(NS(C)(=O)=O)cc2)cc1	18	7	-4	-5	-14	19	0	-18	-17	-5	-13
CCc1ccc(NC(=O)CSc2nc3ccccc3c(=O)n2CCN2CCOCC2)cc1	-8	-2	-2	-13	-18	7	-31	-5	3	10	-6
CCOC(=O)c1c(-c2ccc(F)cc2)csc1NC(=O)C1CCCO1 (stereo unspecified)	-7	-22	11	8	5	1	17	3	6	11	-5
O=C(CCNc1n[nH]c(=O)[nH]c1=O)N/N=C/c1ccccc1Br	0	13	12	4	3	-1	-8	-21	11	15	-1
CCOc1ccc(NS(=O)(=O)c2ccc(C(=O)NCC(c3ccco3)N3CCCC3)cc2)cc1 (stereo unspecified)	-6	-10	28	1	13	2	-25	1	-1	-9	-4
CC1(C)OC(=O)C2=C(C[C@@H](C3CCCC3)O[C@H]2CCc2cccc(Cl)c2)O1	8	x	x	0	4	x	11	-17	x	x	-9
COc1cc2cc(C(=O)N3CCN(Cc4ccc5c(c4)OCO5)CC3)c(=O)oc2cc1OC	3	10	3	-14	14	18	1	-20	7	-5	1
O=C(NCc1ccco1)c1cccc(-c2ccc3nccn3c2)c1	-3	6	-2	2	-27	-7	7	-1	17	x	-1
COc1cc2c(cc1OC)C1C(C(=O)Nc3ccccc3N3CCN(C)CC3)c3ccccc3C(=O)N1CC2 (stereo unspecified)	-1	3	13	-1	-3	15	-1	7	-6	1	-10
COc1ccc(-c2c(C(F)(F)F)nn(C)c2NC(=O)c2cccnc2)cc1	-11	-7	2	2	8	12	-16	-20	-1	-6	4
CC(OC(=O)CCN=C1NS(=O)(=O)c2ccccc21)C(=O)NC1CCCCC1C (stereo unspecified)	15	9	-3	2	-6	5	0	-9	-32	-1	-3
N#Cc1c(SCC(=O)Nc2cccc(F)c2)sc2c(O)cc(=O)[nH]c12	-8	3	-1	17	17	-14	8	-26	-13	-8	-16
CCCN(CC(=O)Nc1ccccc1C)C(=O)C1CCN(C(=O)Nc2ccccc2)CC1	16	-16	-14	-3	20	-1	6	-7	11	0	-6
CCN1CCc2c(sc(N)c2C(N)=O)C1	3	3	6	-2	-5	8	17	-25	-7	2	2
COc1ccc(OC)c(C(=O)CSc2nc3c(c(=O)n(C)c(=O)n3C)n2C(C)C)c1	-7	-2	23	-31	-1	9	4	21	-68	0	-5
Cc1cc(C)nc(Nc2ncc(O)n2-c2ccc(C)c(C)c2)n1	-4	2	-5	-23	5	-5	3	3	-21	8	6

Source: PubChem
